Assay outcomes: PubChem BioAssay, National Center for Advancing Translational Sciences (NCATS)
USP2a block: qHTS Assay for Inhibitors of Ubiquitin-specific Protease USP2a Using CHOP2 as the Reporter; USP2 core, Ub-CHOP2 coupled fluorogenic reporter, 485/531; Potency, µM (series often up to 38.3 µM), for inactives: at the highest dose activity change, negative = inhibition, actives largely listed as inhibitors; 0.01% of 330,000 active; AID 463254, 2010;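 further: potency means the concentration at half of the fitted maximal effect; plate controls were DMSO wells for no effect and full inhibition by NEM control for full effect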
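USP2 core (10nM final) preincubated 30min RT with compound in 20mM Tris-HCl pH 8.0, 2mM CaCl2, 2mM beta-mercaptoethanol, 0.05% CHAPS; 25nM Ub-CHOP2 plus 25nM reporter substrate added, fluorescence (Ex485/Em531) read after 60min.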
KCNH2 3.1 inh: qHTS for Inhibitors of KCHN2 3.1: Mutant qHTS; Potassium voltage-gated channel subfamily H member 2, brain isoform KCNH2 3.1 (human); U2OS KCNH2 3.1, thallium flux FluxOr; stronger effect = lower value; activity change, % (tested at about 1.8 µM); 0.95% of 340,000 active; AID 720553, 2013;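 active means maximum activity change below -70%; inconclusive means maximum activity change from -70% to -50%; inactive means maximum activity change above -50%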;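 further: thallium influx rate constant from kinetic fluorescence after stimulation buffer; on the % scale 0 is the no-effect control and ±100 the full control effect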
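Steps: virus added to U2OS suspension (4 h, RT, dark); medium with 10% FBS added, cells plated, 37 C overnight; FluxOr/Red40 loading buffer 45 min RT; stimulation buffer, 2 min kinetic read; rate constant normalized.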
AT treatment: qHTS Assay for Identifying a Potential Treatment of Ataxia-Telangiectasia; […] A-T fibroblasts, KAP-1 phosphorylation AlphaLISA; neocarzinostatin DNA damage 30 min before lysis; Potency, µM (doses to about 57.5 µM), for the others: at the top dose activation, most hits filed as activators; 0.19% of 320,000 active; AID 485349, 2010; further: potency means the concentration at half of the fitted maximal effect; % of control where 0% means no effect; nearly all actives have a fitted effect of over 45% in size
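ATM-like activity read as KAP-1 phosphorylation via AlphaLISA donor/acceptor antibody pairs after lysis and 6 hr at 25C. Cells were ATM-null patient fibroblasts ([…], hTERT), dosed 60 min, then exposed to the DSB inducer NCS for 30 min.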
Eya2 inh: qHTS Assay for Inhibitors of the Phosphatase Activity of Eya2. Protein phosphatase EYA2 (Homo sapiens), O00167. recombinant Eya2, OMFP fluorescence dephosphorylation (OMFP is methylfluorescein phosphate). Potency, µM (titrated, usually from 76.9 µM), inactives show at the highest dose activity, negative = inhibition, actives largely listed as inhibitors. 0.006% of 330,000 active. AID 488837, 2010; further: potency means the concentration at half of the fitted maximal effect; on the % scale 0 is the no-effect control and ±100 the full control effect
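Eya2 protein (added as 0.2 uM solution) was preincubated with compound for 10 min at ambient temperature in 50 mM HEPES pH 7.5, 50 mM NaCl, 5 uM MgCl2, 0.05% BSA, 1 mM DTT. OMFP (added at 50 uM) then reacted 10 min; fluorescence read at 485/525 nm.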
ELG1 repair inh: qHTS screen for small molecules that inhibit ELG1-dependent DNA repair in human embryonic kidney (HEK293T) cells expressing luciferase-tagged ELG1. HEK293T ELG1-luciferase reporter, luminescence, 16 h; DNA damage induced by 5-fluorouridine. Potency, µM (series often up to 46.1 µM), for the others: at the highest dose activity change, negative = inhibition, actives largely listed as inhibitors. AID 504467, 2011. 2.3% of 330,000 active; further: potency means the concentration at half of the fitted maximal effect; on the % scale 0 is the no-effect control and ±100 the full control effect; nearly all actives have a fitted effect of over 55% in size
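DMSO vehicle served as the neutral condition. Each well held 2,000 cells given 5-fluorouridine plus compound; after 16 hr at 37 °C/5% CO2, ONE-Glo was added and luciferase measured 30 min later.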
Mito fusion act: qHTS Assay for Small Molecule Inhibitors of Mitochondrial Division or Activators of Mitochondrial Fusion. S. cerevisiae fusion-defective mutant growth rescue, CellTiterGlo 48 h. Potency, µM (top dose mostly 46.1 µM), for inactives: top-dose growth rescue (activation), usual class: activators. 0.23% of 320,000 active;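 further: potency means the concentration at half of the fitted maximal effect; % of control where 0% means no effect; nearly all actives have a fitted effect of over 45% in size; temperature-sensitive fusion mutants such as fzo1-1 at 37 °C on non-fermentable ethanol glycerol medium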
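S. cerevisiae fusion-defective temperature-sensitive mutants (e.g. fzo1-1, mgm1-5) grown 48 h at 37C in YPEG (ethanol/glycerol non-fermentable) medium with 23 nl compound per well; growth rescue read as CellTiterGlo luminescence.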
TCR activator: Activators of T cell receptors: qHTS campaign | primary human leukocytes, anti-CD3, IL-2 HTRF, 48 h | Potency, µM (doses to about 9.22 µM), for inactives: top-dose activation of IL-2 secretion, hits mostly activators | 330,000 tested, under 10 active | AID 504894, 2011; further: % of control where 0% means no effect
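Human primary leukocytes + a-CD3 beads + cpd, 48 hr; IL-2 in supernatant by HTRF (ex 320nm / em 665nm). No co-stimulatory signal supplied.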
TSHR antagonist: Antagonists of the Thyroid Stimulating Hormone Receptor: HTS campaign; Thyrotropin receptor (Homo sapiens), P16473; TSHR-expressing cells, TSH-stimulated cAMP HTRF, 2 h; stronger effect = lower value; activity change, negative = inhibition, % at 11.5 µM; 0.2% of 330,000 active; AID 504810, 2011;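 active means activity change below a set negative limit, meaning inhibition stronger than a set level, cut at about -70% in these data; inconclusive means activity change between two set negative limits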; further: on the % scale 0 is the no-effect control and ±100 the full control effect
Target sequence (P16473 whole entry, looked up): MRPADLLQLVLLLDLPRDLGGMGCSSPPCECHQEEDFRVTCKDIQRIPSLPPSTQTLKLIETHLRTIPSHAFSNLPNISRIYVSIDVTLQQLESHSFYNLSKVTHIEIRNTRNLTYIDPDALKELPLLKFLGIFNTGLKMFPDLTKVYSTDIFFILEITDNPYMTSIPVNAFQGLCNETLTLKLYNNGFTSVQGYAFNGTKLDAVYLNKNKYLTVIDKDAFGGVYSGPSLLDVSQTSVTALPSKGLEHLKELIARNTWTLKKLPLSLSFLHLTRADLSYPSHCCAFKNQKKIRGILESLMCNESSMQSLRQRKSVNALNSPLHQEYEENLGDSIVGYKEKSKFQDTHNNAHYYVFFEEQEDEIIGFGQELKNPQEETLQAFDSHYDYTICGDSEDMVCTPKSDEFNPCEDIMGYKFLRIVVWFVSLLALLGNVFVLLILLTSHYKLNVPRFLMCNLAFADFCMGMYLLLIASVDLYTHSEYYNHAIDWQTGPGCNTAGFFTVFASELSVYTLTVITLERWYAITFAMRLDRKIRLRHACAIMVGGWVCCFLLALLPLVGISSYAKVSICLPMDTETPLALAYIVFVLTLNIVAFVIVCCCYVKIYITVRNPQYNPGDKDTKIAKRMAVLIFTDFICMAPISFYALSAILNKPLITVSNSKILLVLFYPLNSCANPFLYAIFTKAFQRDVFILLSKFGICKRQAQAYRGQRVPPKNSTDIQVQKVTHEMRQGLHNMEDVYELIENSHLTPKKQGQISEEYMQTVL
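TSHR-expressing cells, 200/well, pre-treated with compound, then stimulated with EC80 TSH (4nM final) for 2 hours at 37 deg C. cAMP measured by competitive HTRF: anti-cAMP cryptate antibody in lysis buffer plus cAMP-d2, read after 30 minutes at room temperature.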
TRPV1 agonist: HTS Assay for Compounds that Act as Agonists of the Vanilloid Receptor 1; TRPV1-expressing cells, Fluo-8 calcium influx, agonist mode; activation, % at 8.33 µM; 0.19% of 320,000 active; in the data active means activation above about 80%; inconclusive means between about 30% and that limit; further: 0% is about no effect
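Cells expressing TRPV1 were dye-loaded with Fluo-8 and read kinetically: 10 s baseline, 3 min after compound (agonist portion), then 2 min after EC20 capsaicin (allosteric enhancer portion). Calcium-bound dye fluorescence at 480/520 nm.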
hERG WT inh: qHTS for Inhibitors of KCHN2 3.1: Wildtype qHTS | Voltage-gated inwardly rectifying potassium channel KCNH2 (Homo sapiens), Q12809 | AID 720551, 2013 | 0.37% of 340,000 active | U2OS, BacMam KCNH2, thallium flux FluxOr; stronger effect = lower value | activity change, % at 1.84 µM;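 active means maximum activity change below -70%; inconclusive means maximum activity change between -70% and -50%; inactive means maximum activity change above -50%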; further: on the % scale 0 is the no-effect control and ±100 the full control effect
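U2OS cells transduced with wild-type KCNH2 virus are loaded with FluxOr dye for 45 min, and thallium flux is measured in kinetic reads before and after stimulation buffer. Rate constants are normalized to DMSO controls.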
* = called active by the depositor; i = inactive; u = inconclusive; x = no result given; [ ] = remark or other dose. Unless noted, the call rests on the fitted dose curve; in most records, active means well fitted curve in the direction sought with a large enough effect; inconclusive means small, poorly fitted or top-dose-only effect, or another doubt; inactive means no such curve, though single readings can be large; an effect the other way counts as inactive or inconclusive. Not all compounds are listed, so the mix of outcomes need not match the whole.

compound	USP2a block	KCNH2 3.1 inh	AT treatment	Eya2 inh	ELG1 repair inh	Mito fusion act	TCR activator	TSHR antagonist	TRPV1 agonist	hERG WT inh
Cc1cccc(N(CC(=O)N2CCOCC2)S(C)(=O)=O)c1	3%	-3	3%	-9%	2%	-1%	1%	36	-1	-3
COc1ccc(/C=N/OCc2ccccc2C#N)c(OC)c1	-4%	3	10%	-4%	u	-5%	-4%	0	5	-6
Cc1ccccc1N(CC(=O)NCc1ccccc1)C(=O)CCC(=O)Nc1nccs1	1%	6	1%	8%	-3%	-4%	-3%	2	0	-1
CC(SCc1ccccc1)C(=O)Nc1ccccc1F (stereo not drawn)	1%	-9	-1%	7%	5%	1%	15%	2	7	0
CSCCC(NC(=O)c1ccco1)C(=O)NC1CCCCCC1 (stereo not drawn)	-1%	11	-10%	20%	u	0%	0%	9	4	-47
CC(C)N(Cc1cn[nH]c1-c1ccc(-c2ccccc2)cc1)Cc1nccn1C	3%	u	5%	2%	2%	-2%	-22%	-6	8	25
Cc1cc2nc(SCC(=O)O)nc(C)c2cc1C	2%	-1	0%	16%	u	-3%	-1%	7	0	-9
CNS(=O)(=O)c1cc(Cl)ccc1Sc1ccccc1C(=O)O	3%	-12	0%	-4%	-5%	2%	-7%	0	3	-1
O=C(NC1CCCCC1)NC1(C(=O)NCCCN2CCOCC2)CCCCC1	1%	7	8%	-14%	11%	u	9%	20	3	-5
N/C(=N\OC(=O)c1cccc(F)c1)c1cccc([N+](=O)[O-])c1	0%	-15	1%	1%	u	1%	-3%	1	8	2
CC(NC(=O)CN1C(=O)NC(c2ccccc2)(c2ccccc2)C1=O)c1cccs1 (stereo not drawn)	0%	1	3%	-24%	-2%	-16%	-14%	3	0	8
COc1ccc(C(CNC(=O)C2CC(=O)N(Cc3ccccc3)C2)N2CCCC2)cc1 (stereo not drawn)	0%	-22	-10%	6%	19%	0%	x	17	1	-29
Cc1cccc(-c2cc(C(=O)Nc3c(C)n(C)n(-c4ccccc4)c3=O)c3ccccc3n2)c1	-8%	-13	22%	-6%	u	0%	-3%	1	0	-2
Cc1cccc(-c2noc(CNC(=O)c3ccc4c(c3)OCO4)n2)c1	2%	4	-2%	-10%	17%	-9%	-2%	-6	29	-6
CNc1nc(N)nc(OC(C(F)(F)F)C(F)(F)F)n1	-1%	4	1%	6%	24%	6%	-6%	0	3	5
Nc1[nH]c(=S)nc2nc(-c3ccccc3)c(-c3ccccc3)nc12	-1%	-16	-3%	-6%	-4%	3%	-13%	-12	9	-4
Cc1cccc(COc2ncnc3nc[nH]c23)c1	4%	20	-1%	-6%	u	0%	1%[46.1 µM]	-6	0	i
CCc1nc(SCC(=O)Nc2nnc(CC)s2)c2c(C)c(C)sc2n1	3%	4	-1%	-6%	0%	-2%	0%	-10	-1	1
CCCOc1ccc(C(CC(=O)O)NC(=O)c2sc3ccccc3c2Cl)cc1 (stereo not drawn)	-1%	-12	3%	-1%	u	15%	1%	22	-7	-5
CCCn1nc(C(=O)OCC(=O)NC(C)c2ccccc2)c2ccccc2c1=O (stereo not drawn)	-3%	2	14%	6%	13%	1%	5%	5	10	4
COc1ccccc1C(=O)NC(=O)COC(=O)C1CC2CCCC(C1)C2=O (stereo not drawn)	4%	-4	1%	-5%	7%	0%	3%	1	-1	-1
COc1cc(CCC(=O)N2CCN(c3ccc(N4CCOCC4)nn3)CC2)cc(OC)c1OC	1%	x	-4%	4%	-6%	-4%	x	-1	-2	x
O=C(COC(=O)c1cccnc1Nc1cccc(C(F)(F)F)c1)NCCN1C(=O)CSC1=O	-6%	-16	-14%	-10%	-16%	-3%	-5%	-16	2	-8
COc1ccc(N2CC(C)Cn3c2nc2c3c(=O)n(Cc3ccccc3F)c(=O)n2C)c(OC)c1 (stereo not drawn)	-1%	16	-4%	-4%	u	5%	-3%	8	18	-4
CN(C)CCOC(=O)CCc1ccccc1	2%	-5	-2%	-1%	10%	-3%	-8%	0	-1	-3
CCCCN(C(=O)CCC(=O)Nc1cc(C)on1)C(C(=O)NC1CCCC1)c1ccc(OCC)cc1 (stereo not drawn)	-1%	2	3%	-4%	-12%	7%	-1%	4	0	3
COc1ccc2[nH]cc(C(=O)CN3CCCCC3C)c2c1 (stereo not drawn)	2%	x	10%	-1%	5%	4%	x	1	5	x
Cc1nn(-c2ccccc2)c(N)c1C1(O)C(=O)Nc2ccc([N+](=O)[O-])cc21 (stereo not drawn)	2%	14	-4%	-11%	-6%	-4%	3%	4	0	0
CCCOC(=O)c1[nH]c2c(c1C)C(=O)CC(c1cc(OC)c(OC)c(OC)c1)C2 (stereo not drawn)	-1%	-7	u	-23%	5.2µM*	2%	1%	-35	-2	-7
COc1ccc(Oc2ncccc2NC(=O)c2cccc(C)c2C)cc1	0%	-3	1%	0%	1%	8%	4%	4	x	-4

Single records (already shown). Screens in order: USP2a block	KCNH2 3.1 inh	AT treatment	Eya2 inh	ELG1 repair inh	Mito fusion act	TCR activator	TSHR antagonist	TRPV1 agonist	hERG WT inh
Cc1nn(-c2ccccc2)c(N)c1C1(O)C(=O)Nc2ccc([N+](=O)[O-])cc21 (stereo not drawn) is entered as 2%	14	-4%	-11%	-6%	-4%	3%	4	0	0
Cc1cccc(N(CC(=O)N2CCOCC2)S(C)(=O)=O)c1 is entered as 3%	-3	3%	-9%	2%	-1%	1%	36	-1	-3

Next part.
compound	USP2a block	KCNH2 3.1 inh	AT treatment	Eya2 inh	ELG1 repair inh	Mito fusion act	TCR activator	TSHR antagonist	TRPV1 agonist	hERG WT inh
Cc1c(-c2cccc(Cl)c2)nc2ccccc2c1C(=O)OCC(=O)Nc1ccc2c(c1)OCO2	3%	-15	-6%	4%	18µM*	u	8%[46.1 µM]	9	28	-4
Cc1cc(C)c(S(=O)(=O)N2CCCCC2)c(C)c1-n1ncnn1	3%	-11	2%	-11%	-14%	4%	-22%	-5	2	2
CC(CNC(=O)CC(C)(C)C)NC(=O)CC(C)(C)C (stereo not drawn)	1%	-10	x	-5%	-2%	3%	-2%[46.1 µM]	-4	2	3
CCOc1ccc(-c2ccc(C=O)o2)c([N+](=O)[O-])c1	1%	7	-10%	-4%	27%	-1%	0%[46.1 µM]	-15	-1	-2
Cc1ccc(CNC(=O)C2CCCN2C(=O)Nc2ccc(F)cc2)cc1 (stereo not drawn)	0%	-11	2%	1%	-8%	-2%	-6%	10	-2	-3
O=C(NC(=S)Nc1ccc(S(=O)(=O)N2CCCCC2)cc1)c1cccs1	0%	-24	9%	3%	-8%	-3%	-2%[46.1 µM]	-7	-6	-10
COC(=O)Nc1ccccc1C(=O)N1CCC(O)(c2ccc(Cl)cc2)CC1	1%	6	8%	-2%	-2%	-4%	0%[46.1 µM]	8	5	-37
Cc1ccc(CNC(=O)C2CCCN(S(=O)(=O)N3CC(C)CC(C)C3)C2)cc1 (stereo not drawn)	-1%	7	-1%	-1%	12%	22%	8%	-4	u	-2
CC(C)c1ccc(C(=O)OC2CCOC2=O)cc1 (stereo not drawn)	4%	-10	2%	-19%	-2%	1%	-3%	19	-1	-2
CC(=O)N(Cc1ccccc1)c1ccccc1C(=O)O	1%	3	-5%	-18%	0%	0%	-19%	3	0	-5
Cc1cc(-c2cc(C(=O)NC3CCCC3)on2)nc(NC2CCCC2)n1	0%	x	35%	-19%	-30%	-28%	-4%	-7	5	x
Cc1ccc(/C=C2\SC(=S)N(/N=C/c3cc([N+](=O)[O-])ccc3O)C2=O)o1	u	-21	-8%	6%	-19%	-4%	1%	3	-4	-4
Cc1cc(=O)c(C(=O)Nc2cccc(C(=O)NC3CC3)c2)nn1-c1ccccc1Cl	2%	0	-2%	9%	7%	-1%	-2%	5	-7	-4
CC(=O)NC(CSc1cc(C)nc2ccc(Br)cc12)C(=O)O (stereo not drawn)	-1%	-3	-7%	7%	u	3%	-30%	1	0	0
c1ccc(-n2nnnc2SCc2ccccn2)cc1	-1%	1	-1%	8%	u	-2%	0%	4	3	-1
CCC(C)(C)NC(=O)C(c1ccc(C)cc1)N(CC1CCCO1)C(=O)c1csnn1 (stereo not drawn)	0%	0	3%	7%	15%	14%	3%	-13	3	-1
CSc1ncccc1C(=O)Nc1ccc(F)c(F)c1F	7%	-41	0%	-4%	-5%	7%	2%	-3	1	-4
